TDP1 block = blocks human tyrosyl-DNA phosphodiesterase 1; 350,000 compounds, 0.28% hits; Potency, µM (top dose mostly 130 µM), inactives show at the highest dose activity change, negative = inhibition, hits mostly inhibitors; Q9NUW8; recombinant TDP1, AlphaScreen DNA substrate cleavage; also: nearly all actives have a fitted effect of over 40% in size
Target sequence (Q9NUW8 whole entry, looked up): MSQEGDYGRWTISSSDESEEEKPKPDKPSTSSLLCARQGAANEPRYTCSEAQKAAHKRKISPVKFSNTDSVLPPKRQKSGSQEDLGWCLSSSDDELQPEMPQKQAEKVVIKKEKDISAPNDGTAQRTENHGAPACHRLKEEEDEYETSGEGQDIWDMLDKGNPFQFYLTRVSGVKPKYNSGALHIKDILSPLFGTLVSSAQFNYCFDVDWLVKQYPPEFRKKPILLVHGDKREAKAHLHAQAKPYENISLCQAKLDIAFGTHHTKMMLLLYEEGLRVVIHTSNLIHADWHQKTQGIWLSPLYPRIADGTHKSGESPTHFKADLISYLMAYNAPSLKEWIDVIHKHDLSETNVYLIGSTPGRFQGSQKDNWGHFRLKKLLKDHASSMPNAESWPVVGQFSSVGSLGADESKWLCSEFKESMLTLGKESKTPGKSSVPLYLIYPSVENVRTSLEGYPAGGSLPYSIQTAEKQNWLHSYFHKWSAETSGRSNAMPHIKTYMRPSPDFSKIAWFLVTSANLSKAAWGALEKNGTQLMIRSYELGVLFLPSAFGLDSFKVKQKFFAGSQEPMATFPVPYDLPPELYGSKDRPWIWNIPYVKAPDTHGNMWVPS
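Enzyme-compound mixtures sat 15 min at room temperature, followed by a 5 min reaction with 15 nM final substrate and 10 min with AlphaScreen beads. Recombinant human Tdp1 was used at 1 nM final.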
TDP1 cell noCPT = qHTS for Inhibitors of human tyrosyl-DNA phosphodiesterase 1 (TDP1): qHTS in cells in absence of CPT; AID 686978, 2013; 420,000 compounds, 15% hits; Potency, µM (titrated, usually from 46.2 µM), for the others: at the highest dose activity change, negative = growth inhibition, hits mostly inhibitors; DT40 Tdp1-/- hTDP1 cells, no CPT, ATP luminescence, 48 h; also: nearly all actives have a fitted effect of over 55% in size
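Cells were dispensed at 400 per well, compounds added by pin tool, plates incubated ≥48 hr at 37 °C, then CellTiter-Glo added for 30 min at room temperature before luminescence reading. Line: DT40 Tdp1-/- complemented with hTDP1; camptothecin omitted.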
N370S GC = inhibits or activates N370S mutant glucocerebrosidase | P04062 | N370S GC spleen homogenate, 4MU-glucoside fluorescence | Potency, µM (doses to about 59.4 µM), for the others: at the highest dose activity change, negative = inhibition, actives largely listed as inhibitors | AID 2101 | 330,000 compounds, 0.092% hits;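 also: 0% = full enzyme activity and -100% = no enzyme basal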
Active calls of the source: *; [ ] = dose if it differs, or a comment. Calls follow the shape of the dose curve; as a rule, active = well fitted curve in the direction sought with a large enough effect; inconclusive = small, poorly fitted or top-dose-only effect, or another doubt; inactive = no such curve, though single readings can be large; an effect the other way counts as inactive or inconclusive. Unless noted, % is scaled to controls: 0 for no effect and ±100 for the full control effect; potency is read from the fitted curve at half-maximal effect.

The first seven entries, to show the layout:
`O=C(CSc1ccc2nnc(-c3ccccn3)n2n1)NCC1CCCO1` (configuration not stated) gave TDP1 block -3%, TDP1 cell noCPT -8% and N370S GC 19%.
COc1ccc(CCNC(=O)CSc2n[nH]c(N)n2)cc1OC was read as TDP1 block 2%[0.0935 µM], TDP1 cell noCPT 3% and N370S GC -3%.
`Cc1oc(-c2cccc(Cl)c2)nc1CS(=O)(=O)CC(=O)NC(C)CCc1ccccc1` (configuration not stated) gave TDP1 block 6% and TDP1 cell noCPT inconclusive.
`COC(=O)C1=C(C)N(CCCC(=O)O)C(=O)NC1c1cccs1` (configuration not stated) gave TDP1 block -3%, TDP1 cell noCPT -6% and N370S GC 5%.
For COc1cc(OC)c(NC(=O)c2c(C)oc3ncnc(N4CCCCC4)c23)cc1Cl the results were TDP1 block 0% and TDP1 cell noCPT -20%.
CCCCN(Cc1ccccc1)S(=O)(=O)c1c(N)n(C)c(=O)n(C)c1=O was read as TDP1 block 3%, TDP1 cell noCPT 0% and N370S GC -4%.
`COc1cccc(-n2c(SCC(=O)Nc3c(C)cc(C)cc3C)nc3c([nH]c4ccccc43)c2=O)c1` gave TDP1 block -2% and TDP1 cell noCPT 13µM*.

The list itself (from the top)
`O=C(CSc1ccc2nnc(-c3ccccn3)n2n1)NCC1CCCO1` (configuration not stated) gave TDP1 block -3%, TDP1 cell noCPT -8% and N370S GC 19%.
COc1ccc(CCNC(=O)CSc2n[nH]c(N)n2)cc1OC was read as TDP1 block 2%[0.0935 µM], TDP1 cell noCPT 3% and N370S GC -3%.
`Cc1oc(-c2cccc(Cl)c2)nc1CS(=O)(=O)CC(=O)NC(C)CCc1ccccc1` (configuration not stated) gave TDP1 block 6% and TDP1 cell noCPT inconclusive.
`COC(=O)C1=C(C)N(CCCC(=O)O)C(=O)NC1c1cccs1` (configuration not stated) gave TDP1 block -3%, TDP1 cell noCPT -6% and N370S GC 5%.
For COc1cc(OC)c(NC(=O)c2c(C)oc3ncnc(N4CCCCC4)c23)cc1Cl the results were TDP1 block 0% and TDP1 cell noCPT -20%.
CCCCN(Cc1ccccc1)S(=O)(=O)c1c(N)n(C)c(=O)n(C)c1=O was read as TDP1 block 3%, TDP1 cell noCPT 0% and N370S GC -4%.
`COc1cccc(-n2c(SCC(=O)Nc3c(C)cc(C)cc3C)nc3c([nH]c4ccccc43)c2=O)c1` gave TDP1 block -2% and TDP1 cell noCPT 13µM*.
For Nc1ccc(NC(=O)CCN2CCOCC2)cc1 the results were TDP1 block 6%, TDP1 cell noCPT -14% and N370S GC -2%.
`COc1ccc(S(=O)(=O)N2CCCCC2)cc1NC(=O)c1cncc(Br)c1` gave TDP1 block -2%[56.1 µM] and TDP1 cell noCPT 7%.
Screening Cc1nn(-c2ccc(F)cc2)c(Cl)c1C(=O)N(C)CC(=O)Nc1cccc(F)c1 returned TDP1 block -11%, TDP1 cell noCPT 15µM* and N370S GC 1%.
Screening Cc1ccc(C(=O)c2c[nH]c(C(=O)NCCCN3CCOCC3)c2)cc1 returned TDP1 block 3%, TDP1 cell noCPT -8% and N370S GC -9%.
Screening CCC(CC)NC(=O)C1CC(=O)N(CCc2ccc(F)cc2)C1 (configuration not stated) returned TDP1 cell noCPT -9% and N370S GC -13%.

Structural class: the entries above containing an aryl methoxy group.
COc1ccc(CCNC(=O)CSc2n[nH]c(N)n2)cc1OC was read as TDP1 block 2%[0.0935 µM], TDP1 cell noCPT 3% and N370S GC -3%.
For COc1cc(OC)c(NC(=O)c2c(C)oc3ncnc(N4CCCCC4)c23)cc1Cl the results were TDP1 block 0% and TDP1 cell noCPT -20%.
`COc1cccc(-n2c(SCC(=O)Nc3c(C)cc(C)cc3C)nc3c([nH]c4ccccc43)c2=O)c1` gave TDP1 block -2% and TDP1 cell noCPT 13µM*.
`COc1ccc(S(=O)(=O)N2CCCCC2)cc1NC(=O)c1cncc(Br)c1` gave TDP1 block -2%[56.1 µM] and TDP1 cell noCPT 7%.

Next compounds.
Cc1ccc(/C=C/C(=O)Nc2ccccc2C(N)=O)cc1 was read as TDP1 block -1%, TDP1 cell noCPT inconclusive and N370S GC 7%.
For NC(=O)C(c1ccc(Cl)cc1Cl)c1ncc(C(F)(F)F)cc1Cl (configuration not stated) the results were TDP1 block 3%, TDP1 cell noCPT inconclusive and N370S GC 18%.
`COc1ccc2c(c1OC)C(=O)N1c3ccccc3C(=O)N(Cc3ccco3)C21` (configuration not stated) gave TDP1 block 0% and TDP1 cell noCPT 20µM*.
Screening O=C(O)c1ccc(CSc2nnc(-c3ccccc3)n2-c2ccccc2)cc1 returned TDP1 cell noCPT -1% and N370S GC -5%.
`NC(=O)CSc1nnc(-c2cc3ccccc3o2)n1Cc1ccccc1` gave TDP1 block 7%, TDP1 cell noCPT -10% and N370S GC -14%.
Screening Cc1cc(C)nc(N2CCCC(C(=O)NCCc3ccc(F)cc3)C2)n1 (configuration not stated) returned TDP1 block 6%, TDP1 cell noCPT -3% and N370S GC 0%.
For Cc1ccc2c(C)c(C(=O)NCc3ccc(S(N)(=O)=O)cc3)oc2c1 the results were TDP1 block 2%, TDP1 cell noCPT -24% and N370S GC 2%.
`CNc1ccc(C(O)(C(F)(F)F)C(F)(F)F)cc1C(O)(C(F)(F)F)C(F)(F)F` gave TDP1 block 2%, TDP1 cell noCPT -13% and N370S GC -3%.
For O=C(O)CN1C(=O)C(=O)N(Cc2ccccc2F)C1=O the results were TDP1 cell noCPT -5% and N370S GC -5%.
For Cc1ccc(-c2nc3c(c(SCC(=O)N4CCCCC4)n2)Cc2cc(C)ccc2O3)cc1 the results were TDP1 block 1% and TDP1 cell noCPT inconclusive.
C#CCOCCOCCOCCNc1nc(N2CCN(C(=O)[C@H](CCCCN)n3cc(CCCC)nn3)CC2)nc(N2CCN(C(=O)[C@H](CCCCN)n3cc(CCCC)nn3)CC2)n1 was read as TDP1 block 3%, TDP1 cell noCPT -10% and N370S GC -30%.
CCC(C)NC(=O)Cn1c(=O)c2cccn2c2ccc(F)cc21 (configuration not stated) was read as TDP1 block -4% and TDP1 cell noCPT -7%.
Screening O=C(NCCNC(=O)c1ccccc1Cl)c1ccco1 returned TDP1 block inconclusive, TDP1 cell noCPT 0% and N370S GC -9%.
For C[C@@]1(C(NC(=O)Cc2ccccc2)c2ccc(-c3ccccc3)cc2)C[C@H]1C1CCCCC1 (some centres not stated) the results were TDP1 block 1% and N370S GC -4%.
Screening COc1ccc(NC(=O)CCNC(=O)Cn2cnc3ccccc3c2=O)c(OC)c1 returned TDP1 block 2%, TDP1 cell noCPT -14% and N370S GC 9%.
COCC(=O)N1CCC[C@@]2(CCN(c3ncccn3)C2)C1 was read as TDP1 cell noCPT -1% and N370S GC -2%.
`Cn1ncc2c(=O)n(CC(=O)NC34CC5CC(CC(C5)C3)C4)cnc21` gave TDP1 block -7%, TDP1 cell noCPT -9% and N370S GC 2%.
Screening Cc1cccc(NCC(=O)N/N=C\c2cccn2C)c1 returned TDP1 cell noCPT -29% and N370S GC 15%.
For Cc1ccc(OCc2nnc(NC(=O)c3ccco3)s2)c(C)c1 the results were TDP1 block -14%, TDP1 cell noCPT -10% and N370S GC 3%.
Screening O=C1CC[C@@H](O)CCN1CC[C@H](Sc1ccccc1)c1ccccc1 returned TDP1 cell noCPT inconclusive and N370S GC -6%.
Screening Oc1ccc(C(=S)N2CCCCC2)cc1 returned TDP1 block 5%, TDP1 cell noCPT -26% and N370S GC -4%.
For CCc1ccccc1Nc1nn2c(=O)c3ccc(C(=O)NCc4ccccn4)cc3nc2s1 the results were TDP1 block 0%, TDP1 cell noCPT 12µM* and N370S GC -13%.
`CN(C)CCNC(=O)Cc1ccc([N+](=O)[O-])cc1` gave TDP1 block 0%, TDP1 cell noCPT 7% and N370S GC 7%.
CC(=O)c1cnc2nc(C)nn2c1C was read as TDP1 block 2%, TDP1 cell noCPT -20% and N370S GC 11%.
Screening CCOc1ccc(S(=O)(=O)NCCCN2CCOCC2)c2ccccc12 returned TDP1 cell noCPT -20% and N370S GC 3%.
Screening CCOc1ccccc1Nc1nnc(SCC(=O)Nc2cc(C)on2)s1 returned TDP1 block 6%, TDP1 cell noCPT inconclusive and N370S GC -10%.
Screening CC(=O)Nc1ccc(S(=O)(=O)N(C)S(=O)(=O)c2ccc(F)cc2)cc1 returned TDP1 block 3%, TDP1 cell noCPT 0% and N370S GC 3%[2.35 µM].
`COc1cc(C(=O)Nc2cc(C(F)(F)F)ccc2Cl)cc(OC)c1OC` gave TDP1 block 2%, TDP1 cell noCPT inconclusive and N370S GC 2%.
N/C(=N\OC(=O)c1ccncc1)c1cccc([N+](=O)[O-])c1 was read as TDP1 cell noCPT -22% and N370S GC -16%.
O=C(O)Cc1sc(N/N=C\c2ccncc2)nc1-c1ccccc1 was read as TDP1 cell noCPT 19% and N370S GC -20%.
`NCCCC[C@H]1CNC(=S)N1CCc1cc(C(F)(F)F)cc(C(F)(F)F)c1` gave TDP1 block 0%, TDP1 cell noCPT inconclusive and N370S GC -19%.
`CC(=O)Nc1ccc(C2NC(C(=O)O)CCC2C)cc1` (configuration not stated) gave TDP1 block 8%[21 µM] and N370S GC -2%[12.8 µM].
`CC(=O)c1ccc([C@H]2C[C@@]34CN(C(=O)OC(C)(C)C)S(=O)(=O)[C@H]3C[C@H]2O4)cc1` gave TDP1 cell noCPT inconclusive and N370S GC 21%.
CN1CCN(S(=O)(=O)c2ccc(Oc3ccc(Br)cc3F)nc2)CC1 was read as TDP1 cell noCPT inconclusive and N370S GC -5%.
Screening O=C(COC(=O)c1ccccc1C(=O)c1ccc(Cl)cc1)NC(c1ccccc1)c1ccccc1 returned TDP1 block 8%, TDP1 cell noCPT 15µM* and N370S GC 20%.
For COc1ccc(C(=O)N/N=C/c2ccc3cccc(OCc4ccccc4)c3n2)cc1 the results were TDP1 block 3%, TDP1 cell noCPT 8.2µM* and N370S GC inconclusive.
`CCCCn1c(=O)c2ccccc2n2c(=S)[nH]nc12` gave TDP1 block 15%, TDP1 cell noCPT -16% and N370S GC 1%.
Screening CCOC(=O)/C(C#N)=N/Nc1c(C)n(C)n(-c2ccccc2)c1=O returned TDP1 block 8%, TDP1 cell noCPT 16µM* and N370S GC 1%.
Cc1ccccc1Cn1nc(C)c(NC(=O)c2cc(-c3cccs3)on2)c1C was read as TDP1 block 1%, TDP1 cell noCPT inconclusive and N370S GC 2%.
For COc1cccc2sc(N3CCN(C(=O)c4ccco4)CC3)nc12 the results were TDP1 block 12%, TDP1 cell noCPT inconclusive and N370S GC -7%.
`CCCC(CCC)C(=O)Nc1nnc2n1CCS2` gave TDP1 block 0% and TDP1 cell noCPT -29%.
`Cn1nc(C(F)(F)F)c2cc(C(=O)Nc3ccc(C(F)(F)F)cc3)sc21` gave TDP1 block -3%, TDP1 cell noCPT 21µM* and N370S GC 16%.
Screening CCOC(=O)c1cc(C#N)c(N2CCN(C(=O)c3ccccc3)CC2)nc1C(F)(F)F returned TDP1 block 3%, TDP1 cell noCPT inconclusive and N370S GC -5%.
For CCOc1ccc(C2C(C(=O)Nc3ccccc3)=C(C)N=c3s/c(=C/c4cccc(OCC(=O)O)c4)c(=O)n32)cc1 (configuration not stated) the results were TDP1 block 0%, TDP1 cell noCPT -10% and N370S GC 6%.
For Nc1cc(N)nc(SCc2cccnc2)n1 the results were TDP1 block -2%, TDP1 cell noCPT -7% and N370S GC -2%.
For COc1ccc(-c2c(C)oc3c(CN4CCCCC4C)c(O)ccc3c2=O)cc1 (configuration not stated) the results were TDP1 cell noCPT -20% and N370S GC inconclusive.
CCNc1nc(NCC)nc(SCCOC(=O)c2ccccc2)n1 was read as TDP1 block 0%, TDP1 cell noCPT inconclusive and N370S GC 1%.
For CNC(=S)N/N=C/c1cc(C)ccc1C the results were TDP1 block 7%, TDP1 cell noCPT inconclusive and N370S GC -1%.
For O=C(Nc1cccnc1N1CCOCC1)c1cccs1 the results were TDP1 block 3%, TDP1 cell noCPT -19% and N370S GC -30%.
For CCc1ccc(Nc2nnc(-n3nc(C)cc3C)c3ccccc23)cc1 the results were TDP1 block -2% and TDP1 cell noCPT inconclusive.
`CC(=O)c1ccc(NCC2COc3ccccc3O2)c([N+](=O)[O-])c1` (configuration not stated) gave TDP1 block 5%, TDP1 cell noCPT 13µM* and N370S GC 2%.
`Cc1cccc(-n2c(CNC(=O)Cc3ccccc3)n[nH]c2=S)c1` gave TDP1 block -7%, TDP1 cell noCPT -4% and N370S GC -2%.

Only part of the results is shown, so the mix of outcomes need not match the whole.
